Screens deposited in PubChem BioAssay by National Center for Advancing Translational Sciences (NCATS).
TSHR antagonist = human thyrotropin receptor antagonism; P16473; TSHR-expressing cells, TSH-stimulated cAMP HTRF, 2 h; stronger effect = lower value; activity change, negative = inhibition, % at 11.5 µM; 0.2% of 330,000 active;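 active = activity change below a set negative limit, meaning inhibition stronger than a set level, cut at about -70% in these data; inconclusive = activity change between two set negative limits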; note: % is set by controls: 0 for no effect and ±100 for the full control effect
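Cell-based HTRF cAMP assay; TSHR cells + compound, TSH EC80 (4nM final), 2 h, 37 deg C. Lysis with anti-cAMP cryptate and cAMP-d2, 30 min RT, read 665/620 nm.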
BCR signal inh = inhibitors of chronic active B-cell receptor signaling. 0.05% of 340,000 active. Potency, µM (doses to about 46.1 µM), inactives show top-dose ratio change, negative = lower green/red ratio, actives largely listed as inhibitors. ABC-DLBCL IkBa-CBG/CBR reporter, luminescence ratio, 4 h; active = well fitted inhibition curve with a large enough effect in the signal ratio, with a control signal flat, not every such curve was filed as active; inconclusive = small, poorly fitted or top-dose-only effect, or effect the other way, or a change in a side signal; the % refers to the signal ratio;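 note: potency is the fitted concentration of half-maximal effect; plate controls were basal doxycycline-induced cells for no effect and cells given 10 µM MG132 for full effect; MG132 reads +100%, hits lower the ratio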
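TMD8 human ABC-DLBCL cells with doxycycline-inducible IκBα–green luciferase fusion and unfused red luciferase, in 0.5% FBS medium; compounds up to 46 uM, 4 h at 37C. Green/red luminescence ratio, filter-overlap corrected, fitted to concentration-response curves.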
Giardia kill = Giardia lamblia killing | AID 540267 | Giardia lamblia trophozoite viability | 0.15% of 340,000 active | activity change, % at 7.66 µM, hits read low; in the data active = activity change below about -80%; inconclusive = between about -30% and that limit;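 note: parasites exposed to compound for two days anaerobically before the ATP read; % is set by controls: 0 for no effect and ±100 for the full control effect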
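Giardia trophozoites, 100 cells per well, were exposed to compounds for 48 hrs at 37 deg C under anaerobic conditions; viability was then read as ATP content by bioluminescence after 15-30 min at room temperature.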
MLL CXXC-DNA inh = inhibitors of human MLL CXXC domain-DNA interaction; MLL-CXXC / FITC-HOXA9 DNA fluorescence polarization; Q03164; 0.037% of 290,000 active; Potency, µM (doses to about 115 µM), without a hit: top-dose activity change, negative = inhibition, usual class: inhibitors; AID 2662; active = well fitted inhibition curve with a large enough effect in the polarisation, with a control signal flat, not every such curve was filed as active; inconclusive = small, poorly fitted or top-dose-only effect, or effect the other way, or a change in a side signal; inactive = no such curve, though single readings can be large or run the other way; the % refers to the polarisation; note: potency is the fitted concentration of half-maximal effect
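Purified MLL-CXXC (added from a 7 uM solution) was preincubated 5 min at ambient with pinned compounds in 50 mM Tris-HCl pH 7.5, 50 mM NaCl, 1 mM DTT, 0.05% BSA. Fluorescein-labeled HOX-A9 DNA (50 nM solution) followed, 30 min, then polarization read.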
TCR act = activates T cell receptor signaling | primary human leukocytes, anti-CD3, IL-2 HTRF, 48 h | Potency, µM (doses to about 9.22 µM), inactives show top-dose activation of IL-2 secretion, usual class: activators | 330,000 tested, under 10 active; note: % of control where 0% means no effect
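Activity was scored as IL-2 release from primary human leukocytes given only a TCR signal (a-CD3 beads) plus compound for 48 hr. Detection used a two-antibody HTRF format read at 665nm.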
hERG WT inh = KCNH2 (human, wildtype) channel inhibition. U2OS, BacMam KCNH2, thallium flux FluxOr; stronger effect = lower value. activity change, % at 1.84 µM. 0.37% of 340,000 active. AID 720551;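 active = maximum activity change below -70%; inconclusive = maximum activity change between -70% and -50%; inactive = maximum activity change above -50%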; note: % is set by controls: 0 for no effect and ±100 for the full control effect
Target sequence (Q12809 whole entry, looked up): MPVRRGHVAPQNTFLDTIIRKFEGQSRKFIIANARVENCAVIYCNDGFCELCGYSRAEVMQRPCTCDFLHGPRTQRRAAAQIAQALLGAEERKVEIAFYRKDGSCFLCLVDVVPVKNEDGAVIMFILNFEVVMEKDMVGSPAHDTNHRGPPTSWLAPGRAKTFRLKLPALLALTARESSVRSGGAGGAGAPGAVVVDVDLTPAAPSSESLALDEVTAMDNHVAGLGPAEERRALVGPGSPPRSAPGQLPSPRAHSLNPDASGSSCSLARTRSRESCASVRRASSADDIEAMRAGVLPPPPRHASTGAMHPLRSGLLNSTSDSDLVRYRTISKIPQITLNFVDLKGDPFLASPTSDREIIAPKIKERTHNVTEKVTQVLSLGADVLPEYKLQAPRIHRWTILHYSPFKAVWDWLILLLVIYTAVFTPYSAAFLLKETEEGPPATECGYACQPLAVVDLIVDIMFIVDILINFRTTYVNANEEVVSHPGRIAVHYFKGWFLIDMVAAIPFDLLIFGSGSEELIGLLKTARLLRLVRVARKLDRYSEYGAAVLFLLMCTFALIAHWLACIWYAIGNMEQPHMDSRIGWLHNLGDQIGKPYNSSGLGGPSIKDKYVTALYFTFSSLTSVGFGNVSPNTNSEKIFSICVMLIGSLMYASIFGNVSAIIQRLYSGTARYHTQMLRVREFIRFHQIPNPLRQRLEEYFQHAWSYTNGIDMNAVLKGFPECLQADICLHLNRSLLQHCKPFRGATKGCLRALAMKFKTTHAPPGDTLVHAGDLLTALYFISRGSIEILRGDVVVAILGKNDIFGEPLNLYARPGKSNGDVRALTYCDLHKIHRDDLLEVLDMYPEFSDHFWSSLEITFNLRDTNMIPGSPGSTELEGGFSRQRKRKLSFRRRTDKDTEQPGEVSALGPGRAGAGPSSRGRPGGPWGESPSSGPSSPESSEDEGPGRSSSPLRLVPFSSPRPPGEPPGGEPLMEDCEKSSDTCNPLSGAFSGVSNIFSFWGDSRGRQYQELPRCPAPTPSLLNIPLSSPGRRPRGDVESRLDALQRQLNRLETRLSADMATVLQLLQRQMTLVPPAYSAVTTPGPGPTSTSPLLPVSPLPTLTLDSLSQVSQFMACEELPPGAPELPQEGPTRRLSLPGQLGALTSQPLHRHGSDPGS
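U2OS cells were transduced with wild-type KCNH2 virus (2.03 x 10^8 / mL) for 4 h at room temperature, then cultured overnight at 37 C. Thallium flux was read with FluxOr dye. Rate constants were normalized to DMSO controls.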
Tb PFK inh = blocks T. brucei phosphofructokinase. O15648. T. brucei PFK, ADP-Glo luminescence. Potency, µM (doses to about 57.5 µM), for the others: at the highest dose activity, negative = inhibition, actives largely listed as inhibitors. 0.17% of 330,000 active;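 note: potency is the fitted concentration of half-maximal effect; 0% = uninhibited 1x PFK enzyme wells and -100% = no-enzyme wells; nearly all actives have a fitted effect of over 60% in size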
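PFK 1.25 nM, F6P 0.5 mM, ATP 0.1 mM, 0.1 M TEA pH 8.0, 5 mM MgCl2, 0.01% Tween20, 0.1% BSA; 45 min RT. ADP-Glo readout. qHTS titration up to 57 uM; curves fitted, compounds curve-classed.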
GALK inh = blocks human galactokinase activity | P51570 | Purified GALK, Kinase-Glo residual ATP luminescence | Potency, µM (doses to about 57.5 µM), for the others: at the highest dose activity change, negative = inhibition, usual class: inhibitors | 0.007% of 270,000 active | AID 1868; note: potency is the fitted concentration of half-maximal effect; % is set by controls: 0 for no effect and ±100 for the full control effect
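Luminescence from leftover ATP (Ultra-Glo luciferase/luciferin) served as read-out after a 1 h room-temperature reaction of 5 nM GALK with 35 uM ATP and 100 uM galactose.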
AT treatment = potential ataxia-telangiectasia treatments restoring KAP-1 phosphorylation; 0.19% of 320,000 active; […] A-T fibroblasts, KAP-1 phosphorylation AlphaLISA; neocarzinostatin DNA damage 30 min before lysis; Potency, µM (top dose mostly 57.5 µM), for inactives: at the top dose activation, usual class: activators; note: potency is the fitted concentration of half-maximal effect; % of control where 0% means no effect; nearly all actives have a fitted effect of over 45% in size
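hTERT-immortalized A-T patient fibroblasts ([…]), 500 cells/well in OPTI-MEM, 1% FBS, got compounds for 60 min, then NCS for 30 min at 37C. Lysates were then assayed for phospho-KAP-1 by AlphaLISA (anti-pKAP1 donor, anti-KAP1 acceptor beads), 6 hr at 25C.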
Coupling enz = inhibits coupling enzyme system, counter-screen for aldolase hits; activity change, negative = inhibition, % at 58.2 µM, hits read low; coupling enzyme system counterscreen, AmpLite Red fluorescence; 0.67% of 290,000 active; in the data active = activity change below about -30%; note: % is set by controls: 0 for no effect and ±100 for the full control effect
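Coupling enzymes only (glyceraldehyde-3-phosphate) + compound, at 57.5 uM final, 10 min RT; add substrate/coupling/AmpLite Red mix, 20 min RT; fluorescence ex 525/em 598 nm. Actives flag coupling-system interference.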
Active calls of the source: *; ? = inconclusive; . = not tested or not shown; [ ] = remark or other dose. Unless noted, calls come from the whole dose curve; as a rule, active = well fitted curve in the direction sought with a large enough effect; inconclusive = small, poorly fitted or top-dose-only effect, or another doubt; inactive = no such curve, though single readings can be large; an effect the other way counts as inactive or inconclusive.

1	NS(=O)(=O)c1ccc(NC(=O)CN2CCN(S(=O)(=O)c3ccc(F)cc3)CC2)cc1
2	CCCCN=C1NC(=O)C(CC(=O)Nc2ccc(Cl)cc2)S1 (configuration not stated)
3	CC(C)C[C@H](NC(=O)C1CC(=O)N(c2ccc3c(c2)OCCO3)C1)C(=O)N1CCCCC1 (some centres not stated)
4	O=C(CSc1nnnn1C1CC2C=CC1C2)Nc1ccc(C(=O)O)cc1 (configuration not stated)
5	Cc1ccc(NC(C)C(=O)N/N=C/c2c[nH]c3ccccc23)cc1 (configuration not stated)
6	COc1cccc(CN2CC(C(=O)NCCSc3nnnn3C)CCC2=O)c1 (configuration not stated)

compound no.	1	2	3	4	5	6
Tb PFK inh	1%	-4%	1%	3%	1%	2%
Coupling enz	.	0	2	.	-2	.
TSHR antagonist	-2	-1	-3	-2	-2	-2
hERG WT inh	-10	-6	-9	0	0	16
TCR act	0%	.	0%	-3%	0%[46.1 µM]	-1%
Giardia kill	-10	-21	-5	2	-15	-3
GALK inh	-1%	-6%	13%	.	1%	-2%
AT treatment	15%	3%	2%	9%	-4%	1%
MLL CXXC-DNA inh	0%	6%	3%	.	1%	13%
BCR signal inh	-4%	-4%	3%	?	-7%	1%

7	CCOC(=O)CNC(=O)CSc1nc2cccnc2n1C
8	O=C(COC(=O)c1cnccn1)Nc1c(Cl)cc(Cl)cc1Cl
9	COc1ccc(CCn2nnnc2C(c2ccc(C)cc2)N2CCN(C)CC2)cc1OC (configuration not stated)
10	CC(NC(=O)Cc1cccs1)C(c1cccs1)N1CCN(c2ccccc2F)CC1 (configuration not stated)
11	COc1ccc(NC(=O)c2ccccc2NC(=O)CSc2ccc(C)cc2)cc1
12	COc1cc(OC)c(N2CC(C(=O)NCCC3=CCCCC3)CC2=O)cc1Cl (configuration not stated)

compound no.	7	8	9	10	11	12
Tb PFK inh	-2%	2%	-5%	6%	4%	-2%
Coupling enz	1	.	-2	0	-4	.
TSHR antagonist	-6	5	-10	-9	7	-3
hERG WT inh	-10	1	-2	-11	5	-10
TCR act	4%	-4%	2%	0%	.	.
Giardia kill	20	-1	8	-8	13	10
GALK inh	-2%	.	0%	-3%	-2%	.
AT treatment	-6%	10%	4%	-5%	-14%	7%
MLL CXXC-DNA inh	-4%	.	-1%	1%	9%	.
BCR signal inh	2%	1%	-4%	4%	4%	0%

13	CN(C)c1cc[n+](CC(=O)c2ccc(-c3ccccc3)cc2)cc1
14	CC12C=CC(=O)C=C1CCC1C3CCC(O)(C(=O)CO)C3(C)CC3OC312 (configuration not stated)
15	CCOC(=O)c1cc2sc(C)cc2n1CC(=O)N1CCN(C(=O)c2ccco2)CC1
16	CCOC(=O)Cc1csc(NC(=S)NC(=O)c2cccc([N+](=O)[O-])c2)n1
17	O=C(COC(=O)c1ccco1)Nc1nc2c(F)c(F)c(F)cc2s1
18	Cc1ccc(C(NC(=O)NC(C)c2ccccc2)C(Cl)(Cl)Cl)cc1F (configuration not stated)

compound no.	13	14	15	16	17	18
Tb PFK inh	1%	-2%	-6%	7%	-1%	8%
Coupling enz	2	0	0	1	1	0
TSHR antagonist	-5	1	0	4	3	-19
hERG WT inh	-1	-2	10	-13	9	1
TCR act	-5%	-4%	3%	9%[46.1 µM]	7%	0%[46.1 µM]
Giardia kill	-11	-6	-7	4	-1	34[activator]
GALK inh	0%	1%	0%	1%	-3%	-1%
AT treatment	0%	7%	-6%	0%	-3%	6%
MLL CXXC-DNA inh	-3%	5%	-5%	-3%	0%	-4%
BCR signal inh	-19%	-3%	-3%	-11%	11%	?

The last two compounds of the part above lead into the next.
17	O=C(COC(=O)c1ccco1)Nc1nc2c(F)c(F)c(F)cc2s1
18	Cc1ccc(C(NC(=O)NC(C)c2ccccc2)C(Cl)(Cl)Cl)cc1F (configuration not stated)
19	COc1ccc(CNC(=O)CSc2n[nH]c(N)n2)cc1
20	Cc1ccc(NC(=O)CN(C)C(=O)c2ccccc2Sc2ccccc2C#N)cc1
21	CCOc1ccc(C(=O)NCC(=O)Nc2cc(C)ccn2)cc1OCC
22	CCCN(CC(=O)Nc1ccccc1OC)C(=O)c1ccc2ncsc2c1
23	CC(=O)Nc1ccc(NS(=O)(=O)c2cc(Cl)ccc2Cl)cc1
24	O=[N+]([O-])c1ccccc1S(=O)(=O)Oc1ccccc1/C=N/n1cnnc1

compound no.	17	18	19	20	21	22	23	24
Tb PFK inh	-1%	8%	4%	1%	0%	0%	5%	1%
Coupling enz	1	0	0	.	.	.	3	-23
TSHR antagonist	3	-19	10	4	-27	0	-6	5
hERG WT inh	9	1	-21	-3	2	-24	0	3
TCR act	7%	0%[46.1 µM]	-8%	-4%	11%	-2%	-3%	-2%[46.1 µM]
Giardia kill	-1	34[activator]	-18	-4	10	1	-3	?
GALK inh	-3%	-1%	-1%	.	.	.	-3%	1%
AT treatment	-3%	6%	6%	-1%	-2%	2%	2%	1%
MLL CXXC-DNA inh	0%	-4%	33%[activator]	.	.	.	37%	25%
BCR signal inh	11%	?	-3%	-11%	-4%	2%	2%	-3%

Ordered by the number under BCR signal inh (largest number first): 3 of the compounds above.
cpd	mol	Tb PFK inh	TSHR antagonist	TCR act	GALK inh	MLL CXXC-DNA inh	BCR signal inh
23	CC(=O)Nc1ccc(NS(=O)(=O)c2cc(Cl)ccc2Cl)cc1	5%	-6	-3%	-3%	37%	2%
24	O=[N+]([O-])c1ccccc1S(=O)(=O)Oc1ccccc1/C=N/n1cnnc1	1%	5	-2%[46.1 µM]	1%	25%	-3%
20	Cc1ccc(NC(=O)CN(C)C(=O)c2ccccc2Sc2ccccc2C#N)cc1	1%	4	-4%	.	.	-11%

Other results follow.
25	CN(CC(=O)Nc1cccc(F)c1)C(=O)C1CCN(S(=O)(=O)c2ccc3c(c2)OCCO3)CC1
26	COC(=O)C(Cc1ccccc1)NC(=S)NC(=O)c1ccccc1 (configuration not stated)
27	CCOc1cc(C(=O)O)cc(Cl)c1OC
28	CC1CCN(c2cc(N3CCOCC3)c([N+](=O)[O-])cc2F)CC1
29	Cc1ccc(CC(=O)CCc2ccccc2)cc1
30	Nc1ccc2c(c1)C(=O)Cc1ccccc1S2

compound no.	25	26	27	28	29	30
Tb PFK inh	1%	-1%	0%	-6%	-6%	1%
Coupling enz	.	-13	3	-1	.	1
TSHR antagonist	-2	16	2	0	-9	-9
hERG WT inh	-1	-11	-2	-10	-6	9
TCR act	2%	-6%	-1%[46.1 µM]	2%	4%	1%[46.1 µM]
Giardia kill	9	-14	-3	5	-13	-18
GALK inh	.	-1%	0%	3%	.	3%
AT treatment	9%	3%	-1%	-3%	25%	2%
MLL CXXC-DNA inh	.	-1%	7%	-7%	.	0%
BCR signal inh	4%	-16%	16%	?	?	3%

31	CN(C)S(=O)(=O)c1ccc(Cl)c(NC(=O)CN2CCN(Cc3ccc4c(c3)OCO4)CC2)c1
32	O=C(Nc1ccc(N2CCOCC2)cc1)c1cccc2ccccc12
33	COc1cccc(CNC(=O)N2CCN(S(=O)(=O)c3ccc(C)cc3)CC2)c1
34	Cc1noc(C)c1C(=O)OCC(=O)Nc1cc(Cl)ccc1Oc1ccccc1

compound no.	31	32	33	34
Tb PFK inh	-1%	-6%	-4%	4%
Coupling enz	-2	0	-1	1
TSHR antagonist	-9	-9	14	-6
hERG WT inh	10	9	-8	3
TCR act	3%	-5%	1%	-10%
Giardia kill	6	6	1	4
GALK inh	12%	-2%	-1%	0%
AT treatment	11%	-11%	-3%	6%
MLL CXXC-DNA inh	-1%	-4%	1%	-2%
BCR signal inh	2%	?	-1%	-13%

Fetched one by one from above:
34	Cc1noc(C)c1C(=O)OCC(=O)Nc1cc(Cl)ccc1Oc1ccccc1
31	CN(C)S(=O)(=O)c1ccc(Cl)c(NC(=O)CN2CCN(Cc3ccc4c(c3)OCO4)CC2)c1
32	O=C(Nc1ccc(N2CCOCC2)cc1)c1cccc2ccccc12

compound no.	34	31	32
Tb PFK inh	4%	-1%	-6%
Coupling enz	1	-2	0
TSHR antagonist	-6	-9	-9
hERG WT inh	3	10	9
TCR act	-10%	3%	-5%
Giardia kill	4	6	6
GALK inh	0%	12%	-2%
AT treatment	6%	11%	-11%
MLL CXXC-DNA inh	-2%	-1%	-4%
BCR signal inh	-13%	2%	?
